Screening results as filed in PubChem BioAssay.
UPR CHOP act = activators of apoptotic arm of unfolded protein response (CHOP). activation, % at 10 µM. hit rate 0.34% among 330,000. CHO-CHOP luciferase reporter, UPR activation, luminescence; percent of tunicamycin response over DMSO baseline;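 active means at 10 µM dose, activation of 40% or more, normalized to positive control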;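 further: 100% = tunicamycin at 10 µg/mL and 0% = DMSO alone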
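System: CHO CHOP reporter cells. Amount: 500 cells per well. Buffer or medium: F12 medium, 10% FBS. Compound dosing: one dose, 10 µM in 0.5% DMSO. Incubation: 6 h compound exposure at 37 °C after overnight seeding. Technique: Steady-Glo luciferase luminescence. Benchmarks: tunicamycin and DMSO controls.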
tim23-1 inh = tim23-1 yeast growth inhibition; S. cerevisiae tim23-1 growth, BacTiter-Glo luminescence, 24 h; inhibition, % at 20 µM; AID 463212; hit rate 1.3% among 330,000;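 active means growth inhibition of the mutant yeast at or above 50%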;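 further: temperature-sensitive mutant grown at 25 °C; plate controls were DMSO-treated mutant yeast for no effect and medium wells lacking yeast for full effect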
NALP3 yeast inh = blocks the NALP3 inflammasome reconstituted in yeast; Yeast reconstituted NLRP3/ASC/caspase-1, beta-gal luminescence, 24 h; inhibition, % at 10 µM; hit rate 0.39% among 330,000; AID 2825;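 active means inhibition of 50% or more; inactive means inhibition below 50%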;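 further: plate controls were induced DMSO wells for no effect and uninduced yeast grown without galactose for full effect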
tim10-1 inh = growth inhibitors of tim10-1 mutant yeast. AID 463190. hit rate 2.2% among 330,000. inhibition, % at 20 µM. S. cerevisiae tim10-1 ts strain growth, BacTiter-Glo, 24 h;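 active means inhibition of at least 40%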;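 further: mutant grown at 25 °C; 0% = DMSO wells with yeast and 100% = wells holding no yeast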
NR3A LBD binder = modulates the human NR3A ligand-binding domain; NR3A LBD differential scanning fluorimetry, Tm shift; 0% = protein alone, 100% = glycine-bound protein; Tm shift relative to glycine control, % at 25 µM; hit rate 2.5% among 340,000; AID 1259313;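 active means melting temperature shift of at least 10% of the positive control shift, at one fixed dose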
APJ ag = APJ receptor agonism; P35414; CHO-K1 APJ PathHunter beta-arrestin, luminescence; 0% DMSO wells, 100% apelin; activation, % at 20 µM; hit rate 0.11% among 330,000;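 active means activation more than six SD over the plate average, tested at 20 µM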;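 further: 0% = DMSO alone and 100% = apelin-13 at 10 nM; some results filed as inactive read as strong as hits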
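Incubation: overnight seeding, 90 min compound at 25 °C, 1 h detection; test system: PathHunter CHO-K1 APJ (AGTRL-1) beta-arrestin reporter cells; amount: 1000 cells/well; doses: one dose, 20 µM compound, 1% DMSO; measured by: beta-gal luminescence; measure: agonist-driven arrestin binding to APJ; benchmarks: negative DMSO alone, positive Apelin-13 at 10 nM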
Mdm2 MdmX PPI = disrupts the human Mdm2-MdmX interaction. inhibition, % at 8 µM. hit rate 3% among 330,000. SaOS-2 split-luciferase Mdm2/MdmX complementation, luminescence;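 active means inhibition of at least 50% at 8 µM in the primary screen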
Target sequence (O15151 whole entry, looked up): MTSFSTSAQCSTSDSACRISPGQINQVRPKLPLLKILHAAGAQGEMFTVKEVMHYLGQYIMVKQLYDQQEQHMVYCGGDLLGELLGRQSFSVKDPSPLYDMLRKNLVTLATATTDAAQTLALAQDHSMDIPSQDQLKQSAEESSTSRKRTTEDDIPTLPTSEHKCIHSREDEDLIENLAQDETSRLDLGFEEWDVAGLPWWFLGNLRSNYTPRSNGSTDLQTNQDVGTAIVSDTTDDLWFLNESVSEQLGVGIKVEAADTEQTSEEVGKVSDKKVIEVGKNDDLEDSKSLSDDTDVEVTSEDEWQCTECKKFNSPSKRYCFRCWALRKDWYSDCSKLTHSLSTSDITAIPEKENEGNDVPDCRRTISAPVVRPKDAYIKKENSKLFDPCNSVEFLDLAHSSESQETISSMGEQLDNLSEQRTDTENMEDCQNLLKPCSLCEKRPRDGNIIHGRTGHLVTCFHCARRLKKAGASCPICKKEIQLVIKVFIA
Target sequence (Q00987 whole entry, looked up): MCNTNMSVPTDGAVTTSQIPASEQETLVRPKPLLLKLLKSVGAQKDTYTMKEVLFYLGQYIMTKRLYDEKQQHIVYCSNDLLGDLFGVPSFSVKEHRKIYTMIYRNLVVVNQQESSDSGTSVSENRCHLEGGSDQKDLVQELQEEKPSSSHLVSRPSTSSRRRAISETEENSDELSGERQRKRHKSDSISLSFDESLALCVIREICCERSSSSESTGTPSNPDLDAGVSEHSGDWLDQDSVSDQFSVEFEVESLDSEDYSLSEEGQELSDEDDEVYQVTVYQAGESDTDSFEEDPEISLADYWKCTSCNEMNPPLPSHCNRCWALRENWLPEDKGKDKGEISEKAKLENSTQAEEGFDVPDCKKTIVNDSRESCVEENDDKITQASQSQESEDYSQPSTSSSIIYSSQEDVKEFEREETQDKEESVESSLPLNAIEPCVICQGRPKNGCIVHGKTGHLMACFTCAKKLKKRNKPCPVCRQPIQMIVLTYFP
TIM10 inh = growth inhibitors of TIM10 yeast strain. S. cerevisiae TIM10 strain growth, BacTiter-Glo luminescence, 24 h. inhibition, % at 10 µM. hit rate 1.4% among 330,000. AID 463195;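 active means inhibition of 40% or more at the single tested concentration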;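 further: wild-type TIM10 isogenic control strain grown at permissive 25 °C; 0% = DMSO yeast wells and 100% = minimal medium wells without yeast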
UPR XBP1 act = activators of adaptive arm of unfolded protein response (XBP1) | activation, % at 20 µM | CHO-XBP1 luciferase reporter, IRE1-XBP1 UPR activation, luminescence; percent of tunicamycin response, DMSO as zero | AID 463104 | hit rate 0.33% among 330,000;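 active means versus positive control, 20 µM dose yields 30% or more activation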;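 further: 100% = tunicamycin at 10 µg/mL and 0% = DMSO only wells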
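assay system = CHO-XBP1 luciferase reporter cells | amount = 1000 cells/well | buffer or medium = F12 plus 10% FBS | compound dosing = single point, 20 µM final compound, 1% DMSO | incubation = 16-18 h cell attachment at 37 °C, then 6 h compound exposure | detection = Steady-Glo luminescence read | controls = tunicamycin 10 µg/mL and vehicle-only wells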
Numbers without * were called inactive; / = no result given; & = joins results of further samples.

Every second line gives: UPR CHOP act	tim23-1 inh	NALP3 yeast inh	tim10-1 inh	NR3A LBD binder	APJ ag	Mdm2 MdmX PPI	TIM10 inh	UPR XBP1 act
- O=C1CCCC2=C1C(c1ccc(Cl)cc1)N1C(=O)CCSC1=N2 (centres undefined)
 : -0.7	19	-2	20	1	-1	17	8	-2
- O=C(Nc1ccc(N2CCOCC2)c(F)c1)c1ccncc1
 : -0.5	2	-18	-3	0	2	-1	0	-3
- COc1ccc(C2SCC(=O)N2c2ccc(F)cc2)cc1 (centres undefined)
 : 2.3	3	-5	1	2	-3	-20	0	0
- Cc1cccc(/C(N)=N/OC(=O)c2ccc(Br)o2)c1
 : 2.9	67*	4	43*	-6	6	-39	69*	3
- Cc1ccc(OCC(=O)N/N=C\c2ccc(C)o2)c(C)c1
 : 0.6	11	29	7	0	-2	2	20	2
- COc1ccc(C2(CNC(=O)c3cccc([N+](=O)[O-])c3)CCCCC2)cc1OC
 : 1.2	28	6	20	-8	-2	3	30	-2
- COc1ccc(NC(=O)Nc2ncn(Cc3cccc(C(F)(F)F)c3)n2)cc1OC
 : -0.2	14	16	21	1	6	15	16	3
- O=C(NC(=O)c1ccc(Cl)cc1)Nc1ccc(-c2cnco2)cc1
 : 0.5	-15	7	-7	/	-1	43	-22	-4
- CSc1nc(-c2ccc(Cl)cc2)nn1C(=O)c1ccccc1
 : 9.2	26	14	9	1	16	-9	24	1
- CSc1ccc(C(=S)N2CCN(C)CC2)cc1
 : 1.0	6	12	-3	0	2	8	0	0
- COc1ccc(C(=O)COC(=O)C2CCCN2C(=O)C23CC4CC(CC(C4)C2)C3)cc1 (centres undefined)
 : -1.6	34	8	29	1	-2	6	44*	-2
- Cc1ccc(CNC(=O)c2c(C)cc(=O)oc2C)cc1
 : -1.4	26	6	8	-1	-3	6	-6	-2
- Cc1cc([N+](=O)[O-])nn1CCCC(=O)NC1CCCCC1
 : -0.9	6	2	0	2	-2	-10	3	-1
- CCN(Cc1ccccc1)C(c1cccs1)c1nnnn1C1CCCCC1 (centres undefined)
 : 3.2	46	12	29	-2	-2	24	19	-4
- Nn1c(C2CCC2)nc2ccccc2c1=O
 : 0.5	13	21	11	7	-3	-14	12	-2
- COc1ccc(C2=NS(=O)(=O)N(C)C(C(=O)N3CCOCC3)=C2)cc1
 : 1.0	7	10	-9	0	1	-31	-9	0
- COc1ccccc1CCNC(=O)C(=O)NCC1OCCN1C(=O)c1ccc(Cl)cc1 (centres undefined)
 : 1.9	15	-8	20	1	2	33	-3	-8
- CCOc1ccc2c(c1)C(c1cccs1)=NNC(c1cccnc1)=N2
 : -2.0	27	9	-4	-4	-4	22	19	3
- Cc1nn(-c2ccccc2)c2c1C1(C(=O)N3c4c(cccc41)C(C)CC3(C)C)C(C#N)=C(N)O2 (centres undefined)
 : 1.6	69*	3	75*	-23	5	14	52*	-4
- CCOC(=O)C1CCN(C(=O)CCc2nc3ccccc3[nH]2)CC1
 : -0.4	10	15	14	-2	1	19	-8	-3
- COC(=O)c1nccc2c1[nH]c1ccccc12
 : 3.9	-1	15	0	-2	-2	8	-10	2
- COc1ccccc1NC(=O)C(C/C=C(/C)Cl)C(C)=O (centres undefined)
 : 0.3	-5	-11	8	4	0	2	3	-1
- O=C(O)c1cccc(Sc2cc(Cl)ccc2C(=O)O)c1
 : -1.0	-1	23	-5	2	0	-1	-8	0
- Cc1ccc(S(=O)(=O)NCCN(CCNS(=O)(=O)c2ccc(C)cc2)S(C)(=O)=O)cc1
 : -0.9	28	13	19	4	8	-22	9	-1
- CCOc1ccc(CN(C)C(C)C(=O)NCc2ccccc2)cc1 (centres undefined)
 : 0.1	18	-1	6	0	-2	11	-4	2
- O=C(CN1CCOCC1)Nc1cccc(S(=O)(=O)N2CCCCCC2)c1
 : -0.2	-8	5	0	0	1	-29	-15	0
- O=C(C1CCCN(S(=O)(=O)c2ccccc2[N+](=O)[O-])C1)N1CCN(c2ccccc2)CC1 (centres undefined)
 : 4.0	-2	3	13	-5	-4	-9	-7	-4
- O=S(=O)(c1cccc(S(=O)(=O)N2CCCC2)c1)N1CCCCC1
 : 0.6	9	15	7	3	-3	27	3	2
- COc1cc(C(=O)c2c(C)c(CCC#N)n3ccccc23)cc(OC)c1OC
 : 0.6	26	15	39	5	0	36	2	2
- CCc1nn(C(C)C(=O)N2CCN(Cc3ccccc3)CC2)c(=O)c2cc3occc3n12 (centres undefined)
 : -3.4	-24	6	-13	0	-2	1	-28	5

canonical_smiles	UPR CHOP act	tim23-1 inh	NALP3 yeast inh	tim10-1 inh	NR3A LBD binder	APJ ag	Mdm2 MdmX PPI	TIM10 inh	UPR XBP1 act
Cc1ccccc1C(=O)NC1CC2CCCC(C1)N2Cc1ccc(Cl)cc1 (centres undefined)	0.2	-1	25	-19	0	0	-7	-19	-2
COc1cccc(C(=O)C2CCCN(Cc3cccn3-c3ccccn3)C2)c1 (centres undefined)	-2.6	9	-11	8	-1	-2	15	-4	-2
Cc1ccc(C(C)C)c(OCCNCc2ccccc2)c1	-0.7	13	19	12	0	2	12	10	0
N#CCOc1ccccc1/C=N/n1nnnc1N	0.7	7	23	11	-1	4	-1	6	-5
CC(C)CN(C(=O)COC(=O)c1cnc(Cl)c(Cl)c1)c1c(N)n(Cc2ccccc2)c(=O)[nH]c1=O	1.6	1	21	-3	-3	7	2	4	0
CC(C(=O)O)c1ccc(-c2ccccc2)c(F)c1 (centres undefined)	0.0&-1.7	6&10	-10&6	-13&6	-1&-2	2&2	18&11	1&0	-3&-5
CCCOc1ccc(C(=O)Nc2ccc(S(=O)(=O)Nc3cc(C)nc(C)n3)cc2)cc1	-0.1	19	10	7	4	-2	-12	-1	1
CCc1ccc(N(C(=O)c2csnn2)C(C(=O)NC(C)(C)C)c2cccnc2)cc1 (centres undefined)	-1.0	8	17	9	-3	-3	17	5	0
CC(C)C(=O)Nc1cccc(C(=O)Nc2cc([N+](=O)[O-])ccc2Cl)c1	-0.5	5	-4	19	2	0	27	16	-2
COc1ccc(-c2csc3nc(-c4cccnc4)nc(N4CCC(C(N)=O)CC4)c23)cc1OC	-0.1	8	7	9	0	0	42	10	3
Cc1onc(-c2ccccc2)c1C(=O)NCCCc1ccccc1	-0.3	14	11	32	-1	-2	3	0	0
COc1ccc(C(=O)COC(=O)CNC(=O)c2cccs2)cc1Br	1.7	15	5	-3	-7	-6	18	-3	0

Next section; it opens with the seven that closed the last part.
canonical_smiles	UPR CHOP act	tim23-1 inh	NALP3 yeast inh	tim10-1 inh	NR3A LBD binder	APJ ag	Mdm2 MdmX PPI	TIM10 inh	UPR XBP1 act
CC(C(=O)O)c1ccc(-c2ccccc2)c(F)c1 (centres undefined)	0.0&-1.7	6&10	-10&6	-13&6	-1&-2	2&2	18&11	1&0	-3&-5
CCCOc1ccc(C(=O)Nc2ccc(S(=O)(=O)Nc3cc(C)nc(C)n3)cc2)cc1	-0.1	19	10	7	4	-2	-12	-1	1
CCc1ccc(N(C(=O)c2csnn2)C(C(=O)NC(C)(C)C)c2cccnc2)cc1 (centres undefined)	-1.0	8	17	9	-3	-3	17	5	0
CC(C)C(=O)Nc1cccc(C(=O)Nc2cc([N+](=O)[O-])ccc2Cl)c1	-0.5	5	-4	19	2	0	27	16	-2
COc1ccc(-c2csc3nc(-c4cccnc4)nc(N4CCC(C(N)=O)CC4)c23)cc1OC	-0.1	8	7	9	0	0	42	10	3
Cc1onc(-c2ccccc2)c1C(=O)NCCCc1ccccc1	-0.3	14	11	32	-1	-2	3	0	0
COc1ccc(C(=O)COC(=O)CNC(=O)c2cccs2)cc1Br	1.7	15	5	-3	-7	-6	18	-3	0
O=c1c2c3c(sc2ncn1/N=C/c1ccncc1)CCCC3	4.5	66*	23	61*	-1	-5	2	43*	-3
CN1CCN(c2ccc(Cl)cc2NC(=O)/C=C/c2cccc(F)c2)CC1	0.1	15	42	10	2	-1	26	-1	-4
Cc1c(C(=O)NCc2cccnc2)sc2nc(-c3ccc(F)cc3)cn12	3.7	11	-2	-1	-4	2	0	-8	3
CCCCCOc1ccc(C(=O)C(c2ccccc2)N2CCOCC2)cc1 (centres undefined)	-1.0	20	5	30	3	-6	2	35	-1
Cc1cccc2cc(C#N)c(SCC#N)nc12	-0.4	-7	11	26	-1	2	20	-3	-2
COc1ccc2c(c1)O[C@@H](c1cccc(C(F)(F)F)c1)[C@H](OC(=O)Nc1ccc(OC(F)F)cc1)C2=O	-1.0	21	5	19	-1	-7	19	13	-3
Cc1ccnc(NC(=O)CCN2C(=O)c3ccccc3S2(=O)=O)n1	0.7	7	15	0	2	10	10	2	-1
C=CCNc1nnc(SCC(=O)N2CCC(C(N)=O)CC2)s1	0.2	9	0	11	0	-1	-22	3	0
Cc1ccc(-c2csc(N3CCN(c4cc5c(cc4Cl)nc(-c4ccncc4)n5CCN4CCCCC4)CC3)n2)cc1	0.6	17	14	5	-9	1	12	14	-1
COC(=O)c1cccc(NC(=O)Cc2ccc(OC)cc2)c1C	-0.7	25	19	9	-2	9	-16	7	-3
Cc1ccc(NC(=O)CN(C)C(=O)c2cc(S(=O)(=O)N(C)C)ccc2N2CCCC2)cc1	0.4	25	24	14	-1	2	35	6	0
CN(C)CCCNc1cn[nH]c(=O)c1Cl	1.4	3	6	15	-1	-6	18	12	-2

canonical_smiles	UPR CHOP act	tim23-1 inh	NALP3 yeast inh	tim10-1 inh	NR3A LBD binder	APJ ag	Mdm2 MdmX PPI	TIM10 inh	UPR XBP1 act
CSc1sccc1/C=N/NC(=O)c1ccncc1	0.6	-3	-11	2	0	-1	-5	0	-2
COc1cccc(Cn2c(-c3nonc3N)nc3ccccc32)c1	3.7	13	23	6	-29	-5	54*	-1	2
CCCCn1c(N)c(N(CCOC)C(=O)CCc2ccc(OC)cc2)c(=O)[nH]c1=O	0.2	10	9	9	-3	2	26	-10	0
COC(=O)c1ccc(NC(=O)c2ccccc2CC[N+](=O)[O-])cc1	1.2	28	20	27	0	2	-16	-5	-2
